Mdm2-MdmX inh – inhibitors of human Mdm2-MdmX association, primary screen, cell-based, luminescence, split luciferase, SaOS-2, uHTS | inhibition, % at 8 µM | AID 485346, 2010 | 330,000 compounds, 3% hits | SaOS-2 split-luciferase Mdm2/MdmX complementation | Protein Mdm4 (Homo sapiens) + E3 ubiquitin-protein ligase Mdm2 (Homo sapiens), …;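 active means inhibition of at least 50% at 8 µM in the primary screen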
CXCR6 block – CXCR6 receptor inhibitors, primary screen, cell-based, beta-arrestin, luminescence, CHO-K1 PathHunter, 1536-well. C-X-C chemokine receptor type 6 (Homo sapiens), O00574. inhibition, % at 20 µM. 360,000 compounds, 0.36% hits. AID 602244, 2012; in the data active means inhibition above about 34%, passing the limit was not always enough;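 further: antagonist mode with CXCL16 agonist at 10 nM final; 0% = 10 nM CXCL16 with DMSO and 100% = unstimulated wells without agonist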
Target sequence (O00574 whole entry, looked up): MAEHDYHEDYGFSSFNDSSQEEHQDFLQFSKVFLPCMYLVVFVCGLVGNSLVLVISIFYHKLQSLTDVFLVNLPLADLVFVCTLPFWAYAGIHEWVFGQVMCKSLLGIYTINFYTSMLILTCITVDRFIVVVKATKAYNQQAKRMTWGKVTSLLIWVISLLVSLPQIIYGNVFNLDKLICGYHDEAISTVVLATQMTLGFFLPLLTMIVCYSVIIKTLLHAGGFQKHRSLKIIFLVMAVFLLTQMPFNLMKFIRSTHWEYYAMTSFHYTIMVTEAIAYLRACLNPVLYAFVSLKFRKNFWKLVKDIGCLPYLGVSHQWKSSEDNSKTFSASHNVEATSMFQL
tim23-1 inh – growth inhibitors of tim23-1 mutant yeast, primary screen, luminescence, uHTS; inhibition, % at 20 µM; S. cerevisiae tim23-1 growth, BacTiter-Glo luminescence, 24 h; 330,000 compounds, 1.3% hits; AID 463212, 2010;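 active means growth inhibition of the mutant yeast at or above 50%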;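 further: temperature-sensitive mutant grown at 25 °C; plate controls were DMSO-treated mutant yeast for no effect and medium wells lacking yeast for full effect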
TIM10 inh – growth inhibitors of isogenic TIM10 control yeast, primary screen, counter-screen for tim10-1 yeast inhibitor project, luminescence, uHTS; 330,000 compounds, 1.4% hits; AID 463195, 2010; inhibition, % at 10 µM; S. cerevisiae TIM10 strain growth, BacTiter-Glo luminescence, 24 h;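 active means inhibition of 40% or more at the single tested concentration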;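 further: wild-type TIM10 isogenic control strain grown at permissive 25 °C; 0% = DMSO yeast wells and 100% = minimal medium wells without yeast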
APJ antagonist – antagonists of human apelin receptor APJ, primary screen, CHO-K1 cells, beta-arrestin complementation, luminescence | P35414 | inhibition, % at 20 µM | AID 2521, 2010 | 330,000 compounds, 0.32% hits;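 active means inhibition above about 40% at 20 µM, limit read from the data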;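 further: cells challenged with 10 nM apelin-13 agonist together with compound; plate controls were apelin-13 plus DMSO wells for no effect and DMSO wells lacking apelin-13 for full effect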
Target sequence (P35414 whole entry, looked up): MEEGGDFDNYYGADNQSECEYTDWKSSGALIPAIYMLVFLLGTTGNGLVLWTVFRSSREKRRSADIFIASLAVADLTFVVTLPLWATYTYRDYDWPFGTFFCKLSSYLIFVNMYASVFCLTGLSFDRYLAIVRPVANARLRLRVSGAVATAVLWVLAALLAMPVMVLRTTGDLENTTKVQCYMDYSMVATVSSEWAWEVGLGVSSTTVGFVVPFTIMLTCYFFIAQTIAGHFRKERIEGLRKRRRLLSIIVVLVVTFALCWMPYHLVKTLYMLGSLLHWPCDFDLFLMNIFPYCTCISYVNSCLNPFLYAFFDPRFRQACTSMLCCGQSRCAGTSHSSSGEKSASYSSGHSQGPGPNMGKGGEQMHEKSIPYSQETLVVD
APJ ag – agonists of human apelin receptor APJ, primary screen, CHO-K1 cells, PathHunter beta-arrestin, luminescence | P35414 | 0% DMSO wells, 100% apelin | activation, % at 20 µM | 330,000 compounds, 0.11% hits;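 active means activation more than six SD over the plate average, tested at 20 µM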;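 further: 0% = DMSO alone and 100% = apelin-13 at 10 nM; some results filed as inactive read as strong as hits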
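Assay system: engineered CHO-K1 APJ arrestin reporter cells; Amount: 1000 CHO-K1 reporter cells seeded per well; Dosing: one dose, 20 µM compound, 1% DMSO; Times: compound stimulation 90 min at 25 °C, detection 60 min; Measured by: luminescent beta-gal fragment complementation, chemiluminescent substrate; Read-out: APJ–arrestin association signal; Controls: DMSO vs Apelin-13 10 nM.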
UPR XBP1 act – activators of adaptive XBP1 UPR arm, primary screen, cell-based, CHO-XBP1 luciferase reporter, luminescence, uHTS | AID 463104, 2010 | 330,000 compounds, 0.33% hits | IRE1-XBP1 UPR activation; percent of tunicamycin response, DMSO as zero | activation, % at 20 µM;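 active means versus positive control, 20 µM dose yields 30% or more activation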;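 further: 100% = tunicamycin at 10 µg/mL and 0% = DMSO only wells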
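Assay system: CHO-XBP1 luciferase reporter cells; Schedule: 6 h treatment, 37 °C; Detection: glow luminescence from Steady-Glo reagent; Benchmarks: high control tunicamycin 10 µg/mL final, low control DMSO vehicle only.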
UPR CHOP act – activators of apoptotic CHOP UPR arm, primary screen, cell-based, CHO-CHOP luciferase reporter, luminescence, uHTS; 330,000 compounds, 0.34% hits; UPR activation; percent of tunicamycin response over DMSO baseline; activation, % at 10 µM; AID 449763, 2010;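 active means at 10 µM dose, activation of 40% or more, normalized to positive control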;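 further: 100% = tunicamycin at 10 µg/mL and 0% = DMSO alone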
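measured by = luciferase luminescence | assay system = CHO-CHOP cells, stable luciferase reporter of PERK-eIF2a-CHOP signalling | amount = 500 reporter cells seeded per well | timing = 6 h compound exposure at 37 °C after overnight seeding | controls = positive tunicamycin 10 µg/mL, negative DMSO alone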
tim10-1 inh – growth inhibitors of tim10-1 mutant yeast, primary screen, luminescence, uHTS; S. cerevisiae tim10-1 ts strain growth, BacTiter-Glo, 24 h; inhibition, % at 20 µM; AID 463190, 2010; 330,000 compounds, 2.2% hits;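 active means inhibition of at least 40%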;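 further: mutant grown at 25 °C; 0% = DMSO wells with yeast and 100% = wells holding no yeast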
* = called active by the depositor; & = joins results of further samples.

molecule,Mdm2-MdmX inh,CXCR6 block,tim23-1 inh,TIM10 inh,APJ antagonist,APJ ag,UPR XBP1 act,UPR CHOP act,tim10-1 inh
COc1ccc(N2CCN(C(=O)COC(=O)c3c(-c4ccccc4)noc3C)CC2)cc1,-10,12,28,5,10,-3,-2,0.4,16
COc1cccc(Nc2ncnc3nc[nH]c23)c1,13,-2,-8,-6,15,-3,4,-0.2,3
CCOC(=O)c1c(NC(=O)c2c(C(=O)O)cccc2[N+](=O)[O-])sc2c1CCCC2,-2,10,7,12,11,-4,-6,-0.3,8
CCCCCC[C@@H]([C@@H](C)O)n1cnc2c(N)ncnc21,11,-3,-1,0,8,7,-9,-0.1,-3
COc1ccc(C(=O)c2c(C)oc3ccc(O)cc23)cc1,6,2,27,12,1,-2,1,1.7,6
O=C(O)C1CCCCC1C(=O)Nc1ccc2c(c1)OCO2 (stereo unspecified),23,4,-9,-16,13,-3,-2,-1.6,0
CC(=O)Nc1cccc(C(=O)O)n1,3,-8,5,2,-4,-1,-2,0.6,4
C=CCn1c(SCC(=O)NC2CC2)nnc1-c1cccc(OC)c1,-18,-8,21,5,3,3,-6,0.1,15
O=C1CC(N2CCN(C3CCc4ccccc4C3)CC2)C(=O)N1c1ccccc1 (stereo unspecified),10,3,2,-8,7,-3,-6,-2.8,-4
CCC(C)C(=O)Nc1nc(C)c(-c2csc(Nc3ccccc3OC)n2)s1 (stereo unspecified),36,2,41,12,-23,-6,-1,1.1,31
CCCCCCCCOC(=O)C[N+](C)(C)C/C=C(/C)Cl,-6,-3,-14,-1,3,-5,7,-3.7,-14
CS(=O)(=O)c1ccc(Cl)c(NC(=O)COC(=O)c2ncc(Cl)c(Cl)c2Cl)c1,14,14,5,1,-61,4,-3,-0.9,3
C=CCN(CC=C)S(=O)(=O)c1ccc(C(=O)Nc2nc3c(s2)CCc2ccccc2-3)cc1,59*,12,-10,-2,-4,-2,35*,38,0
COc1ccc(CN(C)C(=O)c2ccc3c(=O)n4c(nc3c2)CCC4)c(OC)c1,22,4,-25,-15,14,-1,-2,2.1,-21
CCS(=O)(=O)N1CCN(C(=O)c2cccc3ccccc23)CC1,3,-3,-1,1,9,-1,-1,1.7,1
COc1cc(=O)n(C)c2c(OCC(O)C(C)(C)O)cccc12 (stereo unspecified),-12,-1,3,14,-30,1,28,-2.2,21
COC(=O)C(C)n1cnc2c(nnn2-c2cccc(Cl)c2)c1=O (stereo unspecified),4,9,1,-1,2,-3,-1,1.4,2
O=C(Nc1nc2c(Cl)cccc2s1)C1CC1,10,-7,46,-18,2,-2,3,2.2,56*
COc1cc(C(=O)NCC(C)C)cc(OC)c1OC,7,-2,-4,-6,-10,3,-1,-2.2,8
Cc1ccc(NC(=O)Cn2c(=S)[nH]c3ccccc32)cc1,-25,-8,-11,-10,2,-2,-1,0.0,15
CCN(CC(=O)Nc1ccc(OC)cc1)C(=O)c1ccc2[nH]c3c(c2c1)CC(C)CC3 (stereo unspecified),-2,4,44,29,4,-3,-1,1.9,26
COc1cc(NS(=O)(=O)c2ccc(NC(C)=O)cc2)nc(OC)n1,18,-4,12,6,9,1,-3,1.8,2
Cc1ccc(-c2nnc(Oc3ccc(NC(=O)c4ccccc4)cc3)c3ccccc23)cc1,23,4,-34,-12,-12,-7,-1,1.2,-13
CCC1(C)Cc2c(sc3nc(SCC(=O)c4ccccc4)[nH]c(=O)c23)CO1 (stereo unspecified),9,-2,10,-7,-1,-2,1,0.4,2
COc1ccccc1NC(=O)c1nn(-c2ccc(OC(F)(F)F)cc2)ccc1=O,25,0,12,-10,7,-4,2,1.5,8
CCOC(=O)/C(C#N)=C/c1cc2ccccc2nc1Cl,27,-4,41,27,-19,-4,-2,-0.7,19
CS(=O)(=O)N(CC(=O)N1CCN(Cc2ccccc2)CC1)c1ccccc1F,19,2,5,3,-6,1,-3,0.8,-7
COc1ccccc1NC(=O)C1CCCN(c2cc(C)nc3ncnn23)C1 (stereo unspecified),4,8,-4,-6,20,0,-3,-1.7,-1
COCCN(CC(=O)Nc1cccc(C)c1C)C(=O)c1cc(-c2cccs2)nn1-c1ccccc1,5,-2,20,10,2,-4,-2,-1.9,16
CSc1ncc(Cl)c(C(=O)Nc2ccccc2Cl)n1,11,-4,-4,-12,4,-1,2,0.6,-13
CN(C)S(=O)(=O)c1ccc(Nc2nc(C3CC3)nc3c2nnn3Cc2ccccc2Cl)cc1,19,-2,21,4,-8,3,3,6.4,22
COc1ccc(C(=O)N2CCN(c3cccc(C)c3C)CC2)cc1S(=O)(=O)NC1CC1,7,-3,10,5,9,4,0,1.2,-4
COc1ccc(C(=O)C[n+]2ccc(N)c(C)c2C)cc1,-11,1,-6,-14,4,-3,-3,-1.6,-4
CC1=C(C(=O)OCc2ccc(C)cc2)C(c2ccc(O)c([N+](=O)[O-])c2)NC(=O)N1 (stereo unspecified),10,6,-1,-4,12,-2,-2,1.6,2
CS(=O)(=O)N1CCN(C(=O)c2cc3ccccc3oc2=O)CC1,2,-8,-1,-8,-8,-2,-1,1.1,4
COc1ccccc1C(=O)NC1CCSc2ccccc21 (stereo unspecified),19,2,28,10,-20,-3,-2,1.1,30
CN1CCN(c2ccc(C(CC(N)=O)NC(=O)Cc3ccc(Br)cc3)cc2[N+](=O)[O-])CC1 (stereo unspecified),21,-9,-4,-7,16,-3,-3,-1.1,1
CC(C)c1ccc(S(=O)(=O)Nc2ccc3c(c2)OCO3)cc1,29,-6,31,12,-2,-1,-1,1.0,16
COC(=O)N[C@@H]1C[C@H]2[C@@H]3CC[C@H]4C[C@@H](OC)CC[C@]4(C)[C@H]3CC[C@]12C,12,-15,28,8,-6,-3,-1,-0.3,14
Cc1ccc(S(=O)(=O)N2CCOCC2)cc1NC(=O)CN1C(=O)CN(C)C1=O,14,2,-15,-1,16,-3,-4,-0.5,-19
Nn1c(SCC(=O)Nc2ccc(OC(F)F)cc2)nnc(Cc2ccccc2)c1=O,-17,-3,-26,9,24,-1,0,1.3,-17
COCCCNC(=S)NNC(=O)c1ccc(C(C)(C)C)cc1,10,5,6,6,9,-1,0,2.9,9
O=C(CSc1nnc(CNC(=O)c2ccc(F)cc2)o1)c1ccccc1,6,-6,8,-8,-15,-1,-4,-1.5,20
Cc1ccc(N(C)/N=C/c2ccc(Cl)cc2Cl)nn1,-15,3,39,-2,-8,-4,-1,1.2,13
CCCCCCSc1cccc(-c2nc3cc(C)ccn3c2NCc2ccccc2)c1,18,24&1,18,18,-19,-3,3,-0.3,21
C/C=C(/C)C(=O)Nc1cccc(C2=NOC3(C2)C[C@H](C(N)=O)N(C(=O)Cc2ccc([N+](=O)[O-])cc2)C3)c1 (stereo partly specified),-2,-7,-3,6,7,10,0,-0.4,-13
Cc1cc(C)c(C)c(S(=O)(=O)N2CCN(C(=O)C3CSC4(C)CCC(=O)N34)CC2)c1C (stereo unspecified),11,5,17,22,5,7,1,0.9,6
CC(=O)Nc1cccc(-c2cn3ccc(C)cc3n2)c1,-60,-11,4,3,-10,2,2,3.1,-1
NS(=O)(=O)c1ccc(NC(=O)CSc2nnc(-c3ccc(O)cc3)o2)cc1,-1,-3,-3,11,7,-2,3,-0.3,-6
Cc1cccc2cc(CN(CCN(C)C)C(=S)NCc3ccco3)c(=O)[nH]c12,-39,7,5,-1,3,-3,-6,-0.2,12

(continued)
molecule,Mdm2-MdmX inh,CXCR6 block,tim23-1 inh,TIM10 inh,APJ antagonist,APJ ag,UPR XBP1 act,UPR CHOP act,tim10-1 inh
CC(=O)C1=C(O)C(=O)N(c2ccc(S(N)(=O)=O)cc2)C1c1ccc([N+](=O)[O-])cc1 (stereo unspecified),11,-2,0,-4,12,-3,6,-0.3,-20
O=C(/C=C/c1c(F)cccc1Cl)Nc1ccc(S(=O)(=O)Nc2ncccn2)cc1,6,4,1,-7,15,5,-1,1.8,-5
O=S(=O)(NCc1cccnc1)c1cccc2cccnc12,3,-4,2,-8,-19,-2,-2,-1.8,6
Cc1ccc(Nc2c(-c3ccc(N4CCOCC4)cc3)nc3ncccn23)cc1,-23,0,0,0,-37,-2,-4,0.8,16
CC1CCCCN1S(=O)(=O)c1ccc2c(c1)CCN2C(=O)C1CCC1 (stereo unspecified),13,1,-19,44*,-5,1,-1,-1.3,42*
CCc1nnc(NC(=O)CSc2nc3c(c(=O)n2-c2ccccc2OC)SCC3)s1,26,3,15,-5,4,3,0,0.4,16
O=C(Cc1ccc(F)cc1)NC1CCCC1,19,7,-23,-16,15,0,0,1.5,-30
COC(=O)CNC(=O)c1cn(-c2ccc(C)c(C)c2)c(=O)c2ccccc12,-18,-8,12,-2,6,-2,-2,0.1,13
COc1ccccc1C1OC2=C(Nc3ccc([N+](=O)[O-])cc3N2)C1=O (stereo unspecified),13,-37,25,11,-14,4,-6,0.5,16
Cc1c(C(=O)N2CCN(c3ccc(F)cc3)CC2)sc2ncnc(N3CCN(c4ccccn4)CC3)c12,53*,6,32,20,-5,-1,4,2.1,16
CCOc1ccc(NC(=O)CSc2nnc(-c3ccccc3)n2N)cc1,-14,-4,-5,10,4,6,1,-0.1,10
CCN(CC)CCSc1nc(O)c(Cc2ccccc2)c(=O)n1-c1ccccc1,1,3,-7,-1,17,-3,-2,-1.4,3
CCc1ccc(N(CC(=O)NC2CCCC2)S(=O)(=O)c2c(C)noc2C)cc1,6,5,11,15,14,-8,-3,-1.3,16
S=C(NC1CCCCC1)NN1CCOCC1,-9,-7,8,-1,-15,-3,-2,-0.3,-3
COCCNS(=O)(=O)c1ccc2c(c1)C(=NO)c1cc(S(=O)(=O)NCCOC)ccc1-2,27,-10,-3,-19,-13,-2,-3,-1.5,-3
CN1CCc2c(sc3nc(SCC(=O)N4CCOCC4)n(-c4ccc(Cl)cc4)c(=O)c23)C1,0,3,12,4,9,2,-2,0.1,23
COc1ccc(-c2ccc(CCC(=O)O)n2-c2ccc(O)cc2)cc1,1,0,3,2,2,-1,-2,0.0,-5

Assay outcomes from PubChem BioAssay.

Some of the compounds tested; the hit share may differ from the screen's.
